# BoNT-A LC inh2 – BoNT/A light chain protease inhibitors, primary screen, biochemical, flow cytometry, MLPCN library | Botulinum neurotoxin type A light chain protease (Clostridium botulinum A str. ATCC 3502) | AID 588499, 2011 | inhibition, % at 10 µM | hit rate 0.17% among 360,000 | multiplex microsphere protease substrate cleavage; further: plate controls were buffer without enzyme for full effect and enzyme alone for no effect
# BoNT F protease – BoNT/F light chain protease inhibitors, primary screen, biochemical, flow cytometry, MLPCN library; Botulinum neurotoxin type F light chain protease (Clostridium botulinum); Multiplex microsphere protease cleavage assay; inhibition, % at 10 µM; hit rate 0.22% among 360,000; AID 588497, 2011; in the data active means inhibition above about 35%, passing the limit was not always enough; inconclusive means no clear call, values can overlap the other calls; further: plate controls were buffer without enzyme for full effect and enzyme alone for no effect
# Anthrax LF prot – Bacillus anthracis LF protease inhibitors, primary screen, biochemical, multiplex microsphere, MLPCN library. Lethal factor (Bacillus anthracis), P15917. multiplex microsphere protease cleavage assay. inhibition, % at 10 µM. hit rate 0.12% among 360,000. AID 588501, 2011; further: plate controls were buffer without enzyme for full effect and enzyme alone for no effect
# Yp Topo-I inh – Yersinia pestis topoisomerase I inhibitors, primary screen, biochemical, cleavage product accumulation, plate reader, single point; DNA topoisomerase I (Yersinia pestis CO92); Y. pestis Topo-I cleavage product accumulation; activity, % at 10 µM; hit rate 0.064% among 360,000; in the data active means activity above about 50%, passing the limit was not always enough; inconclusive means no clear call, values can overlap the other calls; further: inactives centre near 2
# FadD28 FP inh – inhibitors of FadD28 bisubstrate probe binding, primary screen, biochemical, fluorescence polarization, single point; hit rate 0.22% among 360,000; AID 588549, 2011; inhibition, % at 12.5 µM; Mycobacterium tuberculosis FadD28 fatty-acid-AMP ligase; in the data active means inhibition above about 8.5%, passing the limit was not always enough; inconclusive means no clear call, values can overlap the other calls
# PrPC surface inh – inhibitors of human cell surface prion protein PrPC, primary screen, cell-based, TR-FRET; Major prion protein (Homo sapiens), P04156; TR-FRET read-out; inhibition, % at 13.8 µM; hit rate 0.43% among 370,000; in the data active means inhibition above about 24%; further: 0% = median of the test wells and 100% = reference compound wells
# TcdB inh – TcdB glycohydrolase inhibitors, primary screen, biochemical, single point, plate reader; Toxin B (Clostridioides difficile), P18177; TcdB glycohydrolase enzymatic assay; inhibition, % at 9.99 µM; hit rate 0.24% among 350,000; AID 652162, 2013; in the data active means inhibition above about 10%
# CCHFV vOTU inh – CCHFV vOTU protease inhibitors, primary screen, biochemical, Pep-AMC substrate, fluorescence. hit rate 0.55% among 370,000. inhibition, % at 11.5 µM. Crimean-Congo hemorrhagic fever virus L polyprotein viral ovarian tumor (vOTU) protease …; in the data active means inhibition above about 30%; further: 0% = vehicle wells with enzyme and 100% = no enzyme wells
# PfHsp40 rescue – rescue of yeast from PfHsp40 toxicity, primary screen, S. cerevisiae, ATP luminescence | S. cerevisiae expressing PfHsp40, growth rescue | growth rescue, % at 12.5 µM | hit rate 0.68% among 340,000; in the data active means growth rescue above about 28%, passing the limit was not always enough; inconclusive means no clear call, values can overlap the other calls;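 further: yeast W303a lacking pdr1 and pdr3 grown in galactose medium; growth measured after three days at 30 °C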
# An asterisk follows results filed as active; ? = inconclusive; / = not tested or not shown. Unless noted, no stated cut-off is given here; in the data, active means inhibition above about 30%; inconclusive means no clear call, values can overlap the other calls; inactive means below that. Random draw from the library. About 2.3% of those tested had a hit in this group.
# Values run as follows: BoNT-A LC inh2, BoNT F protease, Anthrax LF prot, Yp Topo-I inh, FadD28 FP inh, PrPC surface inh, TcdB inh, CCHFV vOTU inh, PfHsp40 rescue
1. COC(=O)c1ccc(CSc2nc3c(c(=O)[nH]2)CCC3)cc1
    0.0, 1, -3, 0, -1.5, -5, 0.9, 17, /
2. Clc1ccccc1C1Nc2cccc3cccc(c23)N1
    -6.0, -33, 0, -11, 1.4, -4, -1.4, 2, -0.8
3. Cc1nc(N2CCOCC2)[nH]c(=O)c1C
    -0.8, -6, 2, -6, -1.6, 0, 1.3, 5, 0.9
4. O=C(O)CCC(=O)NNc1ncnc2ccccc12
    -0.7, 0, 0, -2, -3.7, -6, -0.4, 0, -1.9
5. Cc1ccc(C(=O)N/C(=C\c2ccco2)C(=O)N2CCCCC2)cc1
    -4.0, -12, -5, 10, 0.6, -4, -0.5, 5, 1.0
6. N#CCSc1ncnc2c1cnn2CCO
    -1.0, -1, -5, 5, -0.9, 2, /, 2, -0.1
7. COC(=O)c1ccc(/C=N/NC(=O)CC(=O)NCC(C)C)cc1
    -0.5, -1, -4, -4, -2.9, -5, /, 0, -0.6
8. NC(N)=Nc1nc2cc([N+](=O)[O-])ccc2o1
    0.0, -7, -5, -1, 0.4, -7, 0.3, 16, -0.1
9. Cc1cc(C)c(NC(=O)CSc2nc(=O)n3cc(C)ccc3n2)c(C)c1
    2.3, 12, 1, -3, 0.4, 0, 0.6, -5, -1.2
10. COc1cccc(/C=N/NC(=O)CCNc2n[nH]c(=O)[nH]c2=O)c1OC
    -0.7, -2, -1, 3, -2.7, 7, -0.1, -8, 0.8
11. Cc1nnc2ccc(-c3ccc(NS(C)(=O)=O)cc3)nn12
    1.5, 4, 2, 0, -3.0, -15, 0.2, -4, -0.4
12. Clc1ccc(Cl)c2sc(N3CCCC3)nc12
    -0.5, -2, 3, -7, -0.8, 2, /, 4, -0.6
13. COc1cccc(NC(=O)c2ccccc2N(Cc2ccccc2)S(C)(=O)=O)c1
    -1.9, -34, 3, 12, -8.1, -8, 1.2, 5, 1.8
14. O=C(CCC1CCCC1)N=C1SC2CS(=O)(=O)CC2N1c1ccccc1F (configuration not stated)
    -1.9, -1, -3, -10, -3.8, 2, 0.5, -9, -2.1
15. CN(C)c1ccc(/C=N/NC(=O)c2nnn(-c3nonc3N)c2CN(C)c2ccccc2)cc1
    -1.0, 1, 4, -9, -0.8, -1, 1.5, -15, -0.4
16. Cc1cc(N2CCN(C(=O)c3ccco3)CC2)n2nc(C)nc2n1
    -0.2, -10, -1, -4, 0.0, 6, 2.3, 1, 0.7
17. Cc1ccccc1NC(=O)c1cc(S(=O)(=O)N2CCOCC2)ccc1F
    -1.3, -8, -3, 1, -1.7, 5, /, 12, 0.4
18. CCn1c(Cc2ccccc2)nnc1SCC(=O)Nc1nc(C)cs1
    -0.2, 5, 0, 4, -1.9, -1, /, 19, -0.8
19. COc1cc2c(cc1OC)C(c1ccccc1)N(C(=O)c1ccco1)CC2 (configuration not stated)
    -0.2, -4, -6, 6, -2.0, -11, 1.4, 2, 0.5
20. CCOC(=O)C1CCN(c2cc(=O)n(-c3ccc(OC)cc3)c(=O)[nH]2)CC1
    -0.2, -4, -6, 2, -2.8, 7, 1.5, 6, 0.2
21. CC1Cn2c(nc3c2c(=O)[nH]c(=O)n3C)O1 (configuration not stated)
    0.6, 1, 2, -1, -3.1, 4, /, -4, 0.3
22. NS(=O)(=O)c1ccc(CCNC(=O)CSc2ccc(Cl)cc2Cl)cc1
    -0.5, -6, -4, 3, -5.4, -2, 1.6, -15, -0.9
23. O=C(Nc1ccc(F)c(F)c1)c1cccnc1
    0.0, 13, 0, -2, -1.0, 5, /, 3, 0.3
24. CC(Nc1ccc2c(c1)OCCO2)C(=O)N1CCc2ccccc21 (configuration not stated)
    -0.8, -10, -3, 5, 0.8, 8, -0.9, 2, 0.6
25. C/C=C(/C)C(=O)O[C@@H]1Cc2c(ccc3ccc(=O)oc23)OC1(C)C
    -0.1, -5, -5, 32, -2.3, -6, /, -19, -2.0
26. CN(Cc1cn(C)nc1-c1cccc(Cl)c1)CC1CCCCO1 (configuration not stated)
    -0.2, -4, 1, 1, -3.2, -5, 0.2, 1, -0.3
27. O=C(COc1ccccc1)NCC1(N2CCCCC2)CCCCC1
    -2.5, -4, 3, -14, 0.7, -3, 1.4, 1, -0.2
28. CCC(=O)NC(=S)Nc1ccc(NC(=O)CC)cc1
    -0.8, -1, -2, -2, -2.0, -3, /, 1, -0.9
29. COC(=O)c1nc(NC(=O)c2ccc(C(C)(C)C)cc2)n[nH]1
    -0.1, 5, 3, -4, -0.3, 5, 0.4, -11, 0.0
30. CC(=O)NC(C(=O)N1CCC(c2nc3ccccc3s2)CC1)C(C)C (configuration not stated)
    3.1, 2, 1, 6, -3.3, -6, -0.3, 16, 1.6
31. Cc1ccc(NC2CCCN(C(=O)c3ccoc3)C2)cc1C (configuration not stated)
    -2.9, -4, -6, -2, -1.4, -4, 2.6, 10, 0.8
32. COc1ccc(C(=O)COC(=O)CCn2nnc(-c3cccs3)n2)cc1
    3.2, 3, ?, -5, -0.9, 3, /, 9, -0.9
33. CCOC(=O)C(=O)Nc1sc(C(=O)N2CCOCC2)c(C)c1C#N
    -0.2, -4, -8, 5, -0.8, 9, -0.4, 9, -0.5
34. CCCCCSc1nc2c(cnn2-c2ccccc2)c(=O)[nH]1
    0.1, -3, 3, 3, -0.2, -6, /, 6, 1.2
35. Cc1ccc2c(c1)C1(OCCCO1)C(=O)N2
    -1.7, ?, -11, -13, -1.4, -3, 0.6, 8, -0.8
36. CNC(=O)c1cc2cc(OC)ccc2n1CCN(Cc1ccccc1)Cc1ccccc1
    -0.6, -9, 0, 23, -3.5, -3, /, 10, 0.6
37. O=C(NCCc1ccco1)C(=O)NCC1OCCCN1S(=O)(=O)c1ccc(F)cc1 (configuration not stated)
    2.7, 5, -4, -4, -1.6, 1, -0.2, 14, -1.1
38. Cc1ccc(-n2ncc(C(=O)N3CCN(C(=O)c4ccco4)CC3)c2C2CCN(C(=O)OC(C)(C)C)CC2)cc1C
    ?, ?, ?, 7, -0.9, -1, -0.4, 4, 0.6
39. Cc1ccccc1-n1ncc2c1CC(C)(C)CC2NC(=O)CCC(F)(F)F (configuration not stated)
    -2.8, -7, 1, 7, -0.4, 13, -5.4, 14, -0.9
40. O=C(NCCCN1CCOCC1)c1cc(-c2cccs2)on1
    0.4, 14, -3, -1, -0.6, 7, 0.6, -5, -0.1
41. COc1ccc2c(-c3ccccc3)cc(SCC(=O)N(C)C)nc2c1
    -0.3, -2, -6, 25, -8.8, 0, 1.1, 5, -1.0
42. COC(=O)[C@H](CO)NS(=O)(=O)c1ccc(C)cc1
    -0.3, -2, -6, 8, -2.3, 5, 0.8, 6, -0.6
43. CN1CCN(S(=O)(=O)c2ccc(NC(=S)NC(=O)c3ccc(Cl)cc3)cc2)CC1
    -0.1, 1, 0, -5, -1.3, -3, /, 19, -1.5
44. N#CC1(NC(=O)CSc2nnc(Cc3ccccc3)o2)CCCCC1
    1.8, 9, -5, -8, -2.4, -6, 0.6, -3, -0.6
45. Cc1ccc(N=C2C(=S)N(c3ccc(C)cc3)C(=N)N2/N=C/c2ccc(Cl)cc2)cc1
    12, -12, 2, -8, -2.4, -1, /, 0, 1.2
46. Cc1ccsc1/C=N/NC(=O)c1nnn(-c2nonc2N)c1CN(C)c1ccccc1
    -1.1, -6, -3, 12, -7.3, 0, 1.3, 7, 0.8
47. CCCNC(=O)C1(C)CCN1C(=O)C/C=C/c1ccccc1 (configuration not stated)
    0.5, 7, 6, 3, -1.8, 1, 2.3, -1, /
48. S=C1SCN(Cc2ccccc2)CN1Cc1ccccc1
    -4.2, -8, 2, 12, -0.8, 10, -0.2, 3, -1.1
49. NC(c1csc(NC(=O)c2cccc(OC(F)(F)F)c2)n1)c1ccccc1Cl (configuration not stated)
    -0.6, -16, -1, -17, -3.3, 10, 0.2, 25, /
50. O=C(/C=C/c1ccco1)c1cccnc1
    -0.6, -7, -3, 5, -0.5, -1, 0.7, 2, 0.1
51. CC1CCC2(CC1)NC(=O)N(NC(=O)CSc1nnc(NC3CC3)s1)C2=O (configuration not stated)
    -1.0, -4, 6, 5, /, -6, -1.1, 1, -0.2
52. COc1ccc([C@H]2N[C@]3(CCCN(Cc4ccc(Br)cc4)C3=O)[C@H]3C(=O)N(Cc4ccccc4)C(=O)[C@@H]23)cc1
    -0.7, -3, 1, 12, -3.5, 3, 0.3, 12, /
53. COc1ccc(CN(CCC#N)CCC2(c3ccccc3)CC(C)N(C)CC2C)cc1OC (configuration not stated)
    -4.4, ?, -4, -1, 0.0, 8, 1.0, -9, 0.6
54. COCCn1cnnc1SCC(=O)Nc1cccc(S(=O)(=O)N2CCCCCC2)c1
    -0.9, -19, -2, 1, -2.2, 3, 1.3, -6, -0.2
55. CCN(CC)C(=O)c1cccc(-c2csc(C(NC(C)=O)c3cccc(OC)c3)n2)c1 (configuration not stated)
    0.0, -2, -3, 10, -3.2, 1, 0.6, 7, /
56. N=C(N)c1ccc(N=Nc2c(O)ccc3c2[nH]c2ccccc23)cc1
    0.3, 4, -7, -65, 0.9, -4, 14*, 16, 2.5
57. CC(C)COC(=O)N1CCCCC1c1cc(C(=O)NCc2ccccc2)no1 (configuration not stated)
    -0.4, -5, 0, 29, -2.2, -1, 2.8, 9, /
58. COc1cccc(C2C([N+](=O)[O-])=C(N)Oc3cc(C)oc(=O)c32)c1 (configuration not stated)
    -2.1, ?, -10, -1, -0.3, 12, 0.4, -7, 2.1
59. Cc1cn([C@H]2C[C@H](O)[C@@H](CNC(=O)[C@@H]3CCCN3Cc3ccccc3)O2)c(=O)[nH]c1=O
    -0.2, 0, 3, -1, -0.9, -9, -0.7, -1, /
60. Nc1nc(Cl)nc2c1ncn2C1CCC(CO)O1 (configuration not stated)
    1.8, 0, -5, /, 0.6, 1, 1.3, -4, /

# New compounds follow
# Values run as follows: BoNT-A LC inh2, BoNT F protease, Anthrax LF prot, Yp Topo-I inh, FadD28 FP inh, PrPC surface inh, TcdB inh, CCHFV vOTU inh, PfHsp40 rescue
61. COC(=O)Cc1ccc(NC(=S)NCC(C)C)cc1
    0.4, -3, 1, 4, -0.5, 2, 0.2, 2, -1.3
62. CCOC(=O)C1=C(C)N(C)C(=O)NC1c1cccc2ccccc12 (configuration not stated)
    -1.9, -13, 12, -3, -1.6, 2, 0.9, -5, -0.8
63. COc1ccc(C(=O)NCCC(=O)N2CCC3(CC2)NCCc2[nH]cnc23)cc1
    -1.0, -4, -1, 9, -0.5, 3, -0.3, 4, 0.7
64. CCC(Cc1ccccc1)NC(=O)C1CC1 (configuration not stated)
    0.8, ?, 6, 7, 0.1, 4, 0.5, -7, -1.3
65. CC1CCCCN1S(=O)(=O)c1ccc(S(=O)(=O)N(Cc2ccccc2)Cc2ccco2)cc1 (configuration not stated)
    -0.6, -4, -4, 5, -0.4, 10, 1.2, 20, 1.3
66. CC(=O)N1CCN(C(=O)Cn2c(=O)oc3ccccc32)CC1
    0.4, -1, -2, 4, -2.9, -1, /, -6, -0.8
67. C=C1C(=O)OC2C=C(CO)CCC=C(CO)CC(OC(=O)C(C)C)C12 (configuration not stated)
    -0.1, 0, 0, 3, -1.2, -9, 1.3, 16, -0.9
68. Cc1ccc(C)c(OCCC(=O)OCC(=O)c2c(N)n(C)c(=O)n(C)c2=O)c1
    -10, -17, -12, 14, -1.9, -8, -3.5, -2, -1.0
69. Cc1ccc(S(=O)(=O)NC(C)C(=O)NC(C)c2cccs2)cc1 (configuration not stated)
    3.5, 6, 0, 10, 0.4, -4, 0.1, -2, 0.4
70. COc1cc(C)c(CNC2CCCCC2)cc1C
    -0.5, -7, -4, -3, 2.1, 2, /, -15, -0.4
